# Epigenetic reg = regulators of epigenetic silencing causing reporter derepression in mouse cells; Potency, µM (highest dose often 53.9 µM), inactives show top-dose GFP activation, usual class: activators; AID 1865; 0.2% of 280,000 active; murine LDR cells, GFP reporter derepression, 30 h; active means well fitted activation curve with a large enough effect; inconclusive means small, poorly fitted or top-dose-only effect; further: % of control where 0% means no effect; nearly all actives have a fitted effect of over 60% in size
#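 Reporter derepression read as number of fluorescent GFP-positive objects, 20-120 um in size, counted by laser-scanning cytometer. Mouse LDR line with an epigenetically silenced CMV-GFP locus; compound incubation 30 h, 37 C.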
# Lamin A splicing = modulators of lamin A splicing | HeLa LMNA splicing GFP/RFP minigene ratio, 48 h | Potency, µM (highest dose often 46.1 µM), inactives show at the top dose ratio change, negative = inhibition, usual class: inhibitors | 0.01% of 200,000 active | AID 1487; active means well fitted inhibition curve with a large enough effect in the signal ratio, with a control signal flat, not every such curve was filed as active; inconclusive means small, poorly fitted or top-dose-only effect, or effect the other way, or a change in a side signal; the % refers to the signal ratio; further: on the % scale 0 is the no-effect control and ±100 the full control effect
#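 S3 HeLa stable clones carrying a lamin A-EGFP splicing minigene plus DsRed2 were seeded at 600 cells/well in Opti-MEM with 2% FBS, pin-dosed and incubated 48 h at 37°C. Acumen cytometry (488 nm) gave the GFP/RFP total-intensity ratio.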
# Active calls of the source: *; ? = inconclusive; [ ] = another dose, or the depositor's remark. Potency means the concentration at half of the fitted maximal effect. The list is partial (hit frequency here may not be typical).
SMILES,Epigenetic reg,Lamin A splicing
Cc1ccc(-c2cn3c(n2)sc2cc(C(=O)NC4CCCCCC4)ccc23)cc1,1.4%,?
O=C(COc1ccccc1F)Nc1ccc(OCc2cc(=O)n3ccccc3n2)cc1,1.4%,5%[46 µM]
COCCNC(=O)CSc1nc2cc3c(cc2c(=O)n1Cc1ccc(C(=O)NCCc2ccc(OC)c(OC)c2)cc1)OCO3,-1.3%,?
O=C(NCc1ccc(F)cc1)C(=O)NCC(c1cccs1)S(=O)(=O)c1cccs1 (stereo not given),2.1%,?
CC(C)CCNC(=O)CN1C(=O)CSc2ccc(S(=O)(=O)N3CCCCC3)cc21,0.5%,?
O=C(CSc1nnc2[nH]c(=O)cc(-c3ccccc3)n12)Nc1ccccc1C(F)(F)F,-2.6%,?
COc1ccc(-c2nc(C)c(CCNC(=O)c3ccc(C(F)(F)F)cc3)s2)cc1OC,3.8%,18%[46 µM]
CCN(CC)CCCNC(=O)C1CCN(S(C)(=O)=O)CC1,1.2%,1%[46 µM]
O=C(OCc1cc(=O)n2nc(-c3cccs3)sc2n1)c1ccc(F)cc1,0.8%,4%[46 µM]
COc1cc(C(=O)NC2CC(=O)N(c3cccc(F)c3)C2)cc(OC)c1OC (stereo not given),5.4%,-6%[46 µM]
Cc1ccc2scc(N3CCN(c4ccc(F)cc4)CC3)c(=O)c2c1,-1.7%,?
Cc1ccc(C)c(NC(=O)c2ccc(CN3CC(=O)N4CCCCC4C3=O)cc2)c1 (stereo not given),-1.2%,0%[46 µM]
Cc1ccc(CNS(=O)(=O)c2c(C(=O)N3CCC(C)CC3)c(C)n(C)c2C)cc1,-5.0%,-4%[46 µM]
CC(C)Oc1ccc(CNC(=O)C2CCN(Cc3cc4ccccc4n3Cc3ccccc3)CC2)cc1,6.5%,?
CCCCc1ccc(NC(=O)Cn2cnc3c(oc4ccccc43)c2=O)cc1,0.0%,?
Cc1ccc(CNC(=O)C(=O)NCC(c2cccnc2)N2CCN(c3ccccc3F)CC2)cc1 (stereo not given),0.8%,?
CC1CCC(Nc2ncnc3onc(-c4ccc(Cl)cc4)c23)CC1 (stereo not given),0.0%,-12%[46 µM]
CCC(=O)N1c2ccccc2CC1C(=O)NCCN1CCN(c2cc(Cl)ccc2C)CC1 (stereo not given),1.2%,-11%[46 µM]
CC(=O)c1cc(-c2ccccc2)n(CC(=O)NC2CCCCCC2)c1C,2.2%,12%[46 µM]
COC(=O)c1ccc(NC(=O)c2cc(S(=O)(=O)N3CCOCC3)cn2C)cc1,0.8%,14%[46 µM]

# Overlap with the part before: six entries; new compounds follow.
SMILES,Epigenetic reg,Lamin A splicing
CCCCc1ccc(NC(=O)Cn2cnc3c(oc4ccccc43)c2=O)cc1,0.0%,?
Cc1ccc(CNC(=O)C(=O)NCC(c2cccnc2)N2CCN(c3ccccc3F)CC2)cc1 (stereo not given),0.8%,?
CC1CCC(Nc2ncnc3onc(-c4ccc(Cl)cc4)c23)CC1 (stereo not given),0.0%,-12%[46 µM]
CCC(=O)N1c2ccccc2CC1C(=O)NCCN1CCN(c2cc(Cl)ccc2C)CC1 (stereo not given),1.2%,-11%[46 µM]
CC(=O)c1cc(-c2ccccc2)n(CC(=O)NC2CCCCCC2)c1C,2.2%,12%[46 µM]
COC(=O)c1ccc(NC(=O)c2cc(S(=O)(=O)N3CCOCC3)cn2C)cc1,0.8%,14%[46 µM]
CC(=O)C1=C(c2ccc(Br)cc2)N(C(C)=O)n2c(nnc2C2CCCCC2)S1,1.7%,?
CC(=O)Nc1ccc(S(=O)(=O)NCC2CCC(C(=O)NCCCOC(C)C)CC2)cc1 (stereo not given),-1.1%,?
CCCCOc1ccc(C(=O)Nc2cc(-c3cn4cccnc4n3)ccc2OC)cc1,0.0%,-4%[46 µM]
COC(=O)c1ccc2c(=O)n(CCCCCC(=O)NCCc3ccc(Cl)cc3)c(=O)[nH]c2c1,0.0%,-1%[46 µM]
CCOC(=O)c1ccc(OCC2c3cc(OC)c(OC)cc3CCN2C(=O)Cc2ccc(F)cc2)cc1 (stereo not given),4.3%,-27%[46 µM]
O=C(Nc1nc2c(F)cccc2s1)c1ccc2c(c1)OCCO2,-0.2%,?
Clc1cccc(-n2ncc3c(NCCCc4ccccc4)ncnc32)c1,0.5%,?
Cc1ccc(C2=CC(c3ccccc3C)n3c(nc4ccccc43)N2)cc1 (stereo not given),0.0%,?
CC(=O)Nc1cc(-c2nc3cc(Cl)ccc3o2)ccc1C,?,?
CCc1ccc(NC(=O)CSc2nc3ccccc3c(=O)n2CCC(=O)NC2CCCCC2)cc1,-1.3%,?

# Shown with values under each structure: part of the list above.
# Results follow in this order: Epigenetic reg | Lamin A splicing
CC(=O)Nc1ccc(S(=O)(=O)NCC2CCC(C(=O)NCCCOC(C)C)CC2)cc1 (stereo not given)
  -1.1% | ?
CCCCOc1ccc(C(=O)Nc2cc(-c3cn4cccnc4n3)ccc2OC)cc1
  0.0% | -4%[46 µM]

# (further entries)
SMILES,Epigenetic reg,Lamin A splicing
COc1cccc(CN2C(=O)CN(C3CCCCC3)C(=O)C2c2ccc(OC)c(OC)c2)c1 (stereo not given),4.7%,1%[46 µM]
CC(C)Oc1ccc(C(=O)NCC(c2ccc(N(C)C)cc2)N2CCc3ccccc32)cc1 (stereo not given),-1.2%,?
CCc1ccc(NC(=O)Cn2nnc(C(=O)Nc3ccc(F)cc3)c2N)cc1,-1.3%,30%[46 µM]
O=C(CN1C(=O)CCc2cc(S(=O)(=O)N3CCOCC3)ccc21)NCc1ccc(F)cc1,-4.2%,6%[46 µM]
O=C(NCc1cccc(Cl)c1)c1cc2ccc3cccnc3c2[nH]1,0.0%,?
Cc1c(Cl)cccc1NC(=O)c1cc(S(=O)(=O)N2CCCCC2)cn1C,1.7%,-12%[46 µM]
Cc1cccc(N2CCN(c3ncnc4c3cnn4-c3ccc(Cl)cc3)CC2C)c1 (stereo not given),0.0%,?
Cc1ccc(N2CC(NC(=O)c3ccco3)CC2=O)cc1 (stereo not given),3.0%,11%[46 µM]
CCOC(=O)CSc1nc2ccc(NC(=O)c3ccc(F)cc3)cc2s1,7.5%,-7%[46 µM]
O=C(CCCCCn1c(=O)[nH]c2ccccc2c1=O)NCc1cccc(Cl)c1,-1.3%,-3%[46 µM]
Cc1cccc(Cn2cc(S(=O)(=O)c3ccccc3)c(=O)c3cc(F)c(N4CCOCC4)cc32)c1,-0.2%,?
COc1ccc(CNC(=O)C2CCCN(S(=O)(=O)c3ccc4c(c3)CCCN4C(C)=O)C2)cc1 (stereo not given),0.0%,-1%[46 µM]
Cc1c(C(=O)Nc2ccccc2Cl)sc2ncnc(N(C)C3CCCCC3)c12,-0.5%,26%[46 µM]
Cn1c(=O)oc2cc(S(=O)(=O)CCC(=O)NCCc3ccc(Cl)cc3)ccc21,-1.3%,?
COc1cccc(-c2nnc3sc(CN4CCCCC4)cn23)c1,1.1%,?
O=C(Cn1ccn(-c2cccc(Cl)c2)c(=O)c1=O)c1ccc(F)cc1,0.0%,1%[46 µM]
Cc1cccc(N(C)C(=O)CN(C)S(=O)(=O)c2ccc3[nH]c4c(c3c2)CCCC4)c1,-1.2%,?
Fc1ccc(Nc2ncnc3c2nc2n3CCCC2)cc1,0.0%,6%[46 µM]
Cc1ccc(N(CC(C)C)S(=O)(=O)c2nnc(NC(=O)c3cccs3)s2)cc1,0.8%,12%[46 µM]
COc1ccc(/C=C/C(=O)Nc2nc(-c3cccs3)ns2)cc1OC,?,?

# Quoted from the listing:
# Cc1c(C(=O)Nc2ccccc2Cl)sc2ncnc(N(C)C3CCCCC3)c12 @ Lamin A splicing: 26%[46 µM]
# Cn1c(=O)oc2cc(S(=O)(=O)CCC(=O)NCCc3ccc(Cl)cc3)ccc21 @ Epigenetic reg: -1.3%

# Further structures:
SMILES,Epigenetic reg,Lamin A splicing
COc1ccc(-c2cn3nc(N4CCC(C(=O)Nc5cccc(OC)c5)CC4)sc3n2)cc1,-1.2%,-18%[46 µM]
Cc1ccc(C)c(N2CCN(S(=O)(=O)c3cn(C)c(C)n3)CC2)c1,-1.7%,-8%[46 µM]
COc1ccc(NC(=O)C(=O)NCCc2csc3nc(-c4ccccc4F)nn23)cc1OC,-0.9%,-2%[46 µM]
CCCc1nn2c(=O)cc(COC(=O)c3ccc(NC(=O)C4CCCCC4)cc3)nc2s1,2.3%,-2%[46 µM]
Cc1cccc(S(=O)(=O)c2cn(Cc3ccccc3)c3cc(N4CCCCC4C)c(F)cc3c2=O)c1 (stereo not given),-0.4%,-8%[46 µM]
CCc1ccccc1NC(=O)c1cnn(-c2ccc(F)cc2)c1C1CCNCC1,0.0%,-17%[46 µM]
CSc1cccc(NC(=O)CN2C(=O)CCc3cc(S(=O)(=O)N4CCCCC4)ccc32)c1,-4.2%,19%[46 µM]
CCC1=Nc2cc(C(=O)NCc3ccccc3Cl)ccc2Sc2ccc(C)cc21,0.0%,?
Cc1cc(=O)n(Cc2ccc(F)cc2Cl)c2c1c(C)nn2C,0.0%,0%[46 µM]
CCN(Cc1ccccc1)C(=O)C1CCN(c2ncnc3c2nc2n3CCCCC2)CC1,-1.2%,-6%[46 µM]
Cc1nc2c(C(=O)NCCC(C)C)cnn2c(C)c1Cc1c(F)cccc1Cl,-1.9%,11%[46 µM]
O=C(NCc1ccccc1)c1nc(-c2ccc(Cl)cc2)n2c1CCCCC2,-1.2%,-17%[46 µM]
Cc1ccc(-n2ncc3c(N(C)C)ncnc32)cc1Cl,7.5%,?
CC(=O)Nc1c(C)nn(-c2ccccc2)c1N1CCC(C(=O)NCc2ccc(Cl)cc2)CC1,8.2%,?
CCOC(=O)CCN(c1ccccc1)S(=O)(=O)c1ccc2[nH]c(=O)ccc2c1,0.0%,-7%[46 µM]
COc1cccc(CNC(=O)C2=C(C)C(=O)OC23CCN(C(C)=O)CC3)c1OC,3.3%,?
COc1ccc(OC)c(NC(=O)CN(C)S(=O)(=O)c2ccc3[nH]c4c(c3c2)CCCC4)c1,0.8%,?
Cc1ccc(S(=O)(=O)NCC2CCC(C(=O)NCCc3ccccc3)CC2)cc1 (stereo not given),0.0%,-16%[46 µM]
CCOC(=O)c1scc(-c2ccccc2)c1S(=O)(=O)Nc1ccccc1OC,0.0%,?
Cc1c(C(=O)Nc2ccc(F)cc2F)sc2nc3n(c(=O)c12)N=C(c1ccccc1)CS3,?,-13%[46 µM]
COCCNC(=O)c1ccc(-c2nc(CN3CCc4ccccc43)c(C)o2)cc1,1.7%,5%[46 µM]
COc1cc(NC(=O)Cn2c(C)cc(C)c(C#N)c2=O)cc(OC)c1,-4.7%,11%[46 µM]
O=C(CCc1nc(-c2cccs2)no1)Nc1ccc([N+](=O)[O-])cc1,-0.8%,?
CCc1ccc(NC(=O)CCNS(=O)(=O)c2ccc3c(c2)CCCC(=O)N3)cc1,-2.1%,?
COc1ccc(-c2[nH]c3c(c2-c2c(-n4cccc4)n(C)c(=O)n(C)c2=O)c(=O)n(C)c(=O)n3C)cc1,2.4%,18%[46 µM]
COc1ccc(-c2nc(C)c(CCNC(=O)c3cc(OC)c(OC)c(OC)c3)s2)cc1OC,0.8%,?
Cc1ccc2c(c1)N(C(=O)Nc1cccc3c1CCCC3)CCO2,0.8%,7%[46 µM]
COC(=O)NCC(c1cccnc1)N1CCN(c2ccc(F)cc2)CC1 (stereo not given),0.0%,?
COc1cc(OC)cc(-c2nc(-c3ccc4c(c3)[nH]c(=O)n4C)no2)c1,0.8%,3%[46 µM]
Cc1ccc(C(=O)Nc2cccc(C(=O)OCc3cc(=O)n4nc(C5CC5)sc4n3)c2)cc1,12%,-2%[46 µM]

# One compound at a time, as listed above. Order of screens: Epigenetic reg | Lamin A splicing
# Record of COCCNC(=O)c1ccc(-c2nc(CN3CCc4ccccc43)c(C)o2)cc1 : 1.7% | 5%[46 µM]
# Record of CCc1ccc(NC(=O)CCNS(=O)(=O)c2ccc3c(c2)CCCC(=O)N3)cc1 : -2.1% | ?

# The listing continues:
SMILES,Epigenetic reg,Lamin A splicing
Cc1oc2ncn(C)c(=O)c2c1C(=O)N1CCN(c2cccc(C(F)(F)F)c2)CC1,-2.1%,5%[46 µM]
O=C(COc1ccccc1)NCC(c1ccc(Cl)cc1)N1CCOCC1 (stereo not given),-3.2%,2%[46 µM]
O=C(CCS(=O)(=O)c1cccc2nonc12)Nc1ccc(F)cc1F,5.1%,-3%[46 µM]
COCCn1c(C)cc(O)c(C(c2ccccc2F)N2CCN(c3ccccc3)CC2)c1=O (stereo not given),-0.2%,-5%[46 µM]
COc1ccc(CNC(=O)CN2C(=O)COc3ccccc32)c(OC)c1,3.5%,7%[46 µM]
Cc1ccc(CNC(=O)COCc2cc(-c3ccc4c(c3)OCO4)on2)cc1,-1.2%,-5%[46 µM]
CCC(=O)C1=C(c2ccc(Cl)cc2)N(C(=O)CC)n2c(C)nnc2S1,0.6%,?
O=C(NCc1ccc2c(c1)CCN2C(=O)c1ccc(F)cc1)c1ccc(Br)o1,-1.3%,?
Cc1cc(NC(=O)CN2C(=O)c3cccnc3Sc3ccccc32)ccc1Br,0.0%,?
CN(C)c1ccc(CNC(=O)C2CCN(Cc3cc4ccccc4n3Cc3ccccc3)CC2)cc1,-1.3%,-8%[46 µM]
Cc1ccc(-c2nc(CS(=O)CC(=O)N3CCN(c4ccc(Cl)cc4)CC3)c(C)o2)cc1 (stereo not given),-1.1%,?
CCOc1ccccc1C(=O)Nc1cc2c(cc1C)n(C)c(=O)c(=O)n2C,0.0%,-10%[46 µM]
Cc1cccc(Oc2nc3c(C)cccn3c(=O)c2/C=C(\C#N)c2nc3ccccc3[nH]2)c1,7.1µM*,?
